AddAB inh: less growth of phage-infected E. coli with AddAB | E. coli expressing H. pylori AddAB, absorbance growth | inhibition, % at 11.9 µM | actives 0.29% (n = 330,000) | AID 435030; in the data active means inhibition above about 12%;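 further: 0% = vehicle wells of infected cells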
Tat export inh: E. coli Tat transport inhibition | E. coli MC4100 TorA-mCherry Tat export, fluorescence | inhibition, % at 10 µM | actives 0.036% (n = 340,000) | AID 488895;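 active means mean replicate inhibition at least 50% and at least half of replicates individually reaching 50%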;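 further: exported cargo escapes ClpAP degradation while cytoplasmic cargo is degraded and loses fluorescence; 0% = median of neutral control wells and 100% = median of NaSCN control wells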
MITF TRPM1 HTS: MITF TRPM1 promoter activation in melanoma cells | AID 588334 | activation, % at 12.5 µM | actives 0.75% (n = 300,000) | SK-MEL-5 TRPM1-promoter luciferase, 24 h; % of positive control, neutral wells = 0;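 active means mean activation of at least 80% with every replicate also reaching 80%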;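 further: 0% = neutral control wells and 100% = parthenolide positive control wells; values of inactives mirror those of a sister screen read the other way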
Wnt bcat act: Wnt/beta-catenin pathway activation; actives 1.2% (n = 300,000); activation, % at 9.35 µM; Wnt/beta-catenin reporter cell assay, activator, plate reader; in the data active means activation above about 30%, passing the limit was not always enough;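 further: 0% = neutral control wells and 100% = positive control wells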
CAL PDZ FP-1: inhibitors of human CAL PDZ peptide binding | AID 602252 | actives 0.92% (n = 300,000) | inhibition, % at 24.9 µM | purified CAL PDZ, TMR-peptide fluorescence polarization, 1 h;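 active means mean inhibition of at least 30% with at least half of replicates also reaching 30%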;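 further: 0% = DMSO neutral control and 100% = excess unlabeled competitor peptide PRC23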
CAL PDZ FP-2: human CAL PDZ-peptide interaction inhibition | inhibition, % at 20 µM | AID 504414 | actives 0.02% (n = 330,000) | purified CAL PDZ, TMR-peptide fluorescence polarization, 1 h;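 active means highest replicate inhibition of at least 40%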;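 further: plate controls were DMSO neutral control wells for no effect and unlabeled competitor peptide control wells for full effect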
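Material: tagged CAL PDZ protein CerCALP, purified; buffer or medium: sodium phosphate/NaCl buffer pH 7.4 with TCEP, IgG, Thesit; also added: fluorescent TMR peptide probe; schedule: 1 h incubation at room temperature before polarization reading; technique: fluorescence polarization from S- and P-plane intensities, G-factor corrected; control set: unlabelled peptide and DMSO controls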
SR-BI uptake up: SR-BI HDL lipid transfer activation; CHO ldlA[mSR-BI] cells, DiI-HDL uptake fluorescence, 3 h; 100 = double the neutral-control signal; activation, % at 12.5 µM; actives 0.096% (n = 320,000); AID 504775;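 active means mean replicate activation of at least 60% and every replicate at or above 60%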;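 further: 0% = median plate neutral-control signal and 100% = twice that signal; values of inactives mirror those of a sister screen read the other way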
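Assay system: CHO ldlA[mSR-BI] cells, LDL receptor-null, SR-BI overexpressing; medium: Ham's F12 with 0.5% BSA, HEPES 25 mM, pH 7.4; also added: DiI-HDL 10 µg/mL; timing: 3 h uptake period with compound, 37 °C; signal: DiI fluorescence, bottom read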
SR-BI HDL uptake: blocks mouse SR-BI lipid uptake from DiI-HDL. ldlA[mSR-BI] CHO cells, DiI-HDL uptake fluorescence, 3 h. actives 0.96% (n = 320,000). Q61009. inhibition, % at 12.5 µM;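 active means mean replicate inhibition of at least 70% and a set share of replicates each scoring 70 or more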;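 further: 0% = median of neutral control wells and 100% = median of positive control wells; values of inactives mirror those of a sister screen read the other way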
Target sequence (Q61009 whole entry, looked up): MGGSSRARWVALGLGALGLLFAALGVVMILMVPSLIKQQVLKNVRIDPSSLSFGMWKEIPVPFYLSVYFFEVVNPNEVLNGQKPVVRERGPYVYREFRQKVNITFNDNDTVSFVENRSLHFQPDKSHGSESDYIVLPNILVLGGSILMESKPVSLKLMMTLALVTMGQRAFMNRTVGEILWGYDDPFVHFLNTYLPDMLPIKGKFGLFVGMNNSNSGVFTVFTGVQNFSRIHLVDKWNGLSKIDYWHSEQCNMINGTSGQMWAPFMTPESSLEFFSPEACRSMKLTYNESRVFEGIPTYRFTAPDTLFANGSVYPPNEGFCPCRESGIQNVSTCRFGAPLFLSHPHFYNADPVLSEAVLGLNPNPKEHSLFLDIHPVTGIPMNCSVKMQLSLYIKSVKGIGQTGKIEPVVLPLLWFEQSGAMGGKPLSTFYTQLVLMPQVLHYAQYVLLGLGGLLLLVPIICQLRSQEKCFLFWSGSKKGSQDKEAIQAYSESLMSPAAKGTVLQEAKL
Ecoli viability: bacterial growth inhibition, counter-screen for AddAB inhibitors. E. coli V3065 growth, OD600 absorbance, 18 h. inhibition, % at 11.9 µM. actives 0.27% (n = 330,000). AID 449728;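 active means inhibition above the campaign's mean inhibition across all tested compounds plus 3 SD, cut at about 9.9% in these data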;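 further: uninfected addAB+ strain grown without phage in ampicillin broth; 0% = DMSO wells and 100% = ciprofloxacin 0.95 µg/ml wells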
phage Ecoli inh: E. coli growth loss with phage present | actives 0.26% (n = 360,000) | AID 651602 | growth absorbance | inhibition, % at 11.9 µM; in the data active means inhibition above about 11%
Starred values were filed as active, the others as inactive; . = not tested or not shown. Compounds were not picked by outcome; any-hit rate near 3.6%.

1. CCCCNC(=O)c1onc(CSc2cccc(C)c2)c1C(=O)O
2. O=C(COC(=O)c1nc(Cl)ccc1Cl)NCc1ccc(Cl)cc1Cl
3. O=C(O)CCN(Cc1ccccc1)S(=O)(=O)c1ccccc1Cl
4. CCOc1ccc(-c2c(C(=O)N/N=C/c3cccnc3)nnn2-c2nonc2N)cc1
5. COCCCn1c(=N)c(C(=O)NCc2ccc3c(c2)OCO3)cc2c(=O)n3cccc(C)c3nc21

Compound,1,2,3,4,5
SR-BI uptake up,11,17,12,-9,.
Ecoli viability,-1.7,.,.,-2.1,.
CAL PDZ FP-1,-3,-1,52*,-3,-6
AddAB inh,1.6,.,.,2.5,.
SR-BI HDL uptake,-11,-17,-12,9,.
MITF TRPM1 HTS,-9,-5,-8,1,1
Tat export inh,2,12,4,2,-3
Wnt bcat act,-1,0,1,-1,-2
CAL PDZ FP-2,0.8,-3.1,-1.7,-1.3,-4.1
phage Ecoli inh,1.8,1.3,-1.1,2.4,2.6

6. O=C(CSc1nnc(-c2ccc(O)cc2)n1Cc1ccco1)c1ccccc1
7. COC(=O)C1CCN(S(=O)(=O)Cc2ccccc2Cl)CC1
8. COc1ccc(C(C)=O)cc1COC(=O)c1cnc(C)cn1
9. CC(C)CCC1(C)NC(=O)N(CC(=O)Nc2ccc3c(c2)OCCO3)C1=O (centres undefined)
10. CC(C)c1nnc(NC(=O)CCC(=O)N2CCN(c3cccc(Cl)c3)CC2)s1

Compound,6,7,8,9,10
SR-BI uptake up,-26,15,15,56,4
Ecoli viability,2.2,.,0.8,0.8,1.2
CAL PDZ FP-1,-2,3,-8,-7,1
AddAB inh,-0.8,.,0.5,1.0,0.1
SR-BI HDL uptake,26,-15,-15,-56,-4
MITF TRPM1 HTS,-11,-2,.,2,0
Tat export inh,0,-7,8,-2,10
Wnt bcat act,-1,-2,0,0,1
CAL PDZ FP-2,-1.7,-0.7,-0.3,0.0,-0.7
phage Ecoli inh,3.1,4.9,2.6,3.3,0.7

11. C=CCN(c1ccccc1OC)S(=O)(=O)c1cccc(C(=O)NCc2cccs2)c1
12. O=C(NC(=S)NNC(=O)c1ccccc1[N+](=O)[O-])c1ccccc1
13. COc1ccccc1CCc1nnc(CCC(=O)N(C)Cc2cccc3cnccc23)o1
14. O=C(COC(=O)Cc1ccccc1[N+](=O)[O-])NCc1ccccc1Cl
15. COc1ccccc1NS(=O)(=O)c1ccc(C(=O)NCC(c2ccc(F)cc2)N2CCOCC2)cc1 (centres undefined)

Compound,11,12,13,14,15
SR-BI uptake up,3,-1,-75,14,-18
Ecoli viability,.,-6.1,0.6,-1.8,1.4
CAL PDZ FP-1,.,-5,-2,3,.
AddAB inh,.,-3.7,1.3,0.3,1.7
SR-BI HDL uptake,-3,1,75*,-14,18
MITF TRPM1 HTS,-6,5,56,16,-3
Tat export inh,-4,-3,-1,-1,0
Wnt bcat act,-3,.,8,-3,-3
CAL PDZ FP-2,0.1,0.1,-1.3,-3.2,-2.0
phage Ecoli inh,3.7,-9.2,2.5,1.2,1.4

16. Cc1ccc(NC(=O)c2c(C(F)(F)F)nn(C)c2SCc2cccc(C(F)(F)F)c2)cc1C
17. O=C(NCCCN1CCCC1=O)c1c(O)nc2sccn2c1=O
18. O=C(Cc1ccccc1F)Nc1cc(Cl)ccc1N1CCCC1
19. CC(C)N(C)CCOC(=O)c1ccc2c(c1)OCCO2
20. CCOC(=O)c1c(-c2ccccc2)csc1NC(=O)C(C)NCCCN1CCOCC1 (centres undefined)

Compound,16,17,18,19,20
SR-BI uptake up,-25,2,-5,6,-8
Ecoli viability,0.8,-1.3,0.6,-1.5,-2.5
CAL PDZ FP-1,-2,-3,-4,-17,-2
AddAB inh,1.5,0.1,0.3,-1.1,1.1
SR-BI HDL uptake,25,-2,5,-6,8
MITF TRPM1 HTS,9,-3,-2,13,16
Tat export inh,0,-5,1,-8,8
Wnt bcat act,8,2,1,-3,-4
CAL PDZ FP-2,-0.5,-2.8,-3.9,-0.7,-1.1
phage Ecoli inh,6.5,1.9,-0.2,2.2,-0.1

21. Cc1ccccc1-c1ccc(CN2CCN(C)C(CCO)C2)cc1 (centres undefined)
22. O=C(NN1C(=O)c2ccccc2NC1c1cccnc1)c1ccccc1 (centres undefined)
23. O=C1c2cccc3cccc(c23)C(=O)N1c1ccc(O)cc1
24. O=C(NCc1ccccc1)N1CCN(c2ccccc2F)CC1
25. O=C(O)c1ccccc1-n1cccc1C(=O)O

Compound,21,22,23,24,25
SR-BI uptake up,1,-1,-22,26,.
Ecoli viability,-3.5,1.7,0.6,1.5,0.5
CAL PDZ FP-1,-4,.,-7,-2,.
AddAB inh,-1.8,3.4,1.1,3.7,3.4
SR-BI HDL uptake,-1,1,22,-26,.
MITF TRPM1 HTS,.,8,.,1,.
Tat export inh,4,1,3,5,0
Wnt bcat act,0,-2,-1,-1,2
CAL PDZ FP-2,0.3,-0.3,-0.3,-0.5,-1.1
phage Ecoli inh,0.1,3.1,-0.6,4.4,-2.1

26. CC(=O)OCC1OC(c2ccccc2)C(OC(C)=O)C(OC(C)=O)C1OC(C)=O (centres undefined)
27. CN1CCN(C2CCCCC2NS(=O)(=O)c2ccc(Cl)cc2)CC1 (centres undefined)
28. Cc1ccc(Cn2ccc(NC(=O)c3cc(-c4ccccc4)on3)n2)cc1
29. CCOP(=O)(c1ccccc1)c1nc(-c2ccccc2C)oc1NCc1ccccc1 (centres undefined)
30. COc1ccc(C(=O)NCC(=O)OCC(=O)Nc2ccc(C)c(S(=O)(=O)N(C)C)c2)cc1OC

Compound,26,27,28,29,30
SR-BI uptake up,11,11,1,2,.
Ecoli viability,-1.9,-1.3,-1.2,3.4,0.0
CAL PDZ FP-1,.,-4,-7,-5,-1
AddAB inh,-2.6,-0.9,2.3,-2.1,2.9
SR-BI HDL uptake,-11,-11,-1,-2,.
MITF TRPM1 HTS,-6,12,-3,.,2
Tat export inh,-11,-4,31,12,1
Wnt bcat act,.,.,1,-2,1
CAL PDZ FP-2,-1.9,-2.7,-3.0,0.2,-2.4
phage Ecoli inh,3.7,.,2.2,1.4,1.2

Some of the entries so far, with each value named:
26: CC(=O)OCC1OC(c2ccccc2)C(OC(C)=O)C(OC(C)=O)C1OC(C)=O (centres undefined)
  SR-BI uptake up: 11
  Ecoli viability: -1.9
  CAL PDZ FP-1: .
  AddAB inh: -2.6
  SR-BI HDL uptake: -11
  MITF TRPM1 HTS: -6
  Tat export inh: -11
  Wnt bcat act: .
  CAL PDZ FP-2: -1.9
  phage Ecoli inh: 3.7

27: CN1CCN(C2CCCCC2NS(=O)(=O)c2ccc(Cl)cc2)CC1 (centres undefined)
  SR-BI uptake up: 11
  Ecoli viability: -1.3
  CAL PDZ FP-1: -4
  AddAB inh: -0.9
  SR-BI HDL uptake: -11
  MITF TRPM1 HTS: 12
  Tat export inh: -4
  Wnt bcat act: .
  CAL PDZ FP-2: -2.7
  phage Ecoli inh: .

28: Cc1ccc(Cn2ccc(NC(=O)c3cc(-c4ccccc4)on3)n2)cc1
  SR-BI uptake up: 1
  Ecoli viability: -1.2
  CAL PDZ FP-1: -7
  AddAB inh: 2.3
  SR-BI HDL uptake: -1
  MITF TRPM1 HTS: -3
  Tat export inh: 31
  Wnt bcat act: 1
  CAL PDZ FP-2: -3.0
  phage Ecoli inh: 2.2

29: CCOP(=O)(c1ccccc1)c1nc(-c2ccccc2C)oc1NCc1ccccc1 (centres undefined)
  SR-BI uptake up: 2
  Ecoli viability: 3.4
  CAL PDZ FP-1: -5
  AddAB inh: -2.1
  SR-BI HDL uptake: -2
  MITF TRPM1 HTS: .
  Tat export inh: 12
  Wnt bcat act: -2
  CAL PDZ FP-2: 0.2
  phage Ecoli inh: 1.4

Next section:
31. CN(CC(=O)Nc1ccc(S(=O)(=O)N2CCOCC2)cc1)Cc1ccc(F)cc1
32. COc1ccc([N+](=O)[O-])cc1N(CC(O)CN(C)C)S(=O)(=O)c1ccccc1 (centres undefined)
33. O=C(COc1cccc2cccnc12)NCC(F)(F)F
34. CN(C)c1cccc(C(=O)OCC(=O)NCc2ccco2)c1
35. CCCCCCCNC(=O)C1(CC2CC(c3ccc(Cl)cc3)=NO2)CCN(C(=O)C2CCCC2)CC1 (centres undefined)

Compound,31,32,33,34,35
SR-BI uptake up,5,10,17,12,-6
Ecoli viability,0.7,0.6,-1.6,-0.1,-1.2
CAL PDZ FP-1,-5,-1,7,1,-1
AddAB inh,-2.2,1.1,0.8,-0.3,1.9
SR-BI HDL uptake,-5,-10,-17,-12,6
MITF TRPM1 HTS,-1,-8,0,6,5
Tat export inh,-7,-6,-8,-2,-3
Wnt bcat act,0,-2,12,0,-3
CAL PDZ FP-2,0.1,-2.5,-1.3,.,0.2
phage Ecoli inh,2.1,2.5,1.4,3.0,2.6

36. O=C(Nn1cnc2ccccc2c1=O)C1CCCCC1
37. O=C(CCNS(=O)(=O)c1cccc2nsnc12)NCc1ccc(F)cc1
38. CCN(CC)CCn1c(=N)n(CC(O)c2ccc(OC)c(OC)c2)c2ccccc21 (centres undefined)
39. COc1ccc(C)cc1NC(=O)n1ncc2cc(Cl)ccc21
40. c1ccc(CCn2nnnc2C(c2cccnc2)N2CCN(c3ccccc3)CC2)cc1 (centres undefined)

Compound,36,37,38,39,40
SR-BI uptake up,2,1,15,10,-7
Ecoli viability,1.9,0.6,-4.1,-1.1,-0.2
CAL PDZ FP-1,2,-6,0,-3,-2
AddAB inh,1.4,1.7,-1.4,-1.6,0.1
SR-BI HDL uptake,-2,-1,-15,-10,7
MITF TRPM1 HTS,4,6,-3,-14,2
Tat export inh,-6,5,1,0,-7
Wnt bcat act,.,0,5,-1,.
CAL PDZ FP-2,-0.4,.,-0.3,-0.6,0.0
phage Ecoli inh,1.2,4.0,5.9,0.5,0.8

41. CC(=O)c1ccc(OCCCC(=O)Nc2cc(S(=O)(=O)N3CCCCC3)ccc2C)cc1
42. CC1CCN(CCCCOc2ccccc2-c2ccccc2)CC1
43. CCOC(=O)C1CCCN(C(=O)c2c(-c3ccccc3Cl)noc2C)C1 (centres undefined)
44. COc1ccc2nc(NC(=O)CSc3nnc4n3C(C)(C)Cc3ccccc3-4)sc2c1
45. O=c1ccc(-c2ccc(S(=O)(=O)Nc3ccc(F)cc3)o2)n[nH]1
46. O=C(COC(=O)C1COc2ccccc2O1)Nc1ccc(Cl)cc1 (centres undefined)
47. CCN(CC)CCCOC(=O)C1(c2ccccc2)CCCC1

Compound,41,42,43,44,45,46,47
SR-BI uptake up,-34,11,25,-1,3,.,18
Ecoli viability,.,-0.9,-0.4,-1.3,0.1,-1.4,-1.1
CAL PDZ FP-1,0,-6,-11,0,0,-4,-1
AddAB inh,.,2.6,1.5,-0.1,3.3,2.2,4.1
SR-BI HDL uptake,34,-11,-25,1,-3,-50,-18
MITF TRPM1 HTS,-1,-5,.,.,6,-11,-12
Tat export inh,-7,8,-2,-1,-5,0,9
Wnt bcat act,0,-2,-1,.,1,0,.
CAL PDZ FP-2,-3.8,-0.2,-0.1,0.1,-1.0,-2.6,-1.2
phage Ecoli inh,2.0,2.9,1.9,2.3,1.9,0.3,1.1

Screening data from PubChem BioAssay.
